# Pf growth 96h: P. falciparum growth inhibition at 96 hour, primary screen for plastid delayed-death inhibitors; AID 504834; 320,000 compounds, 6.9% hits; P. falciparum luciferase reporter growth, 96 h; Potency, µM (doses to about 28.7 µM), for the others: top-dose activity change, negative = inhibition, hits mostly inhibitors; further: potency means the concentration at half of the fitted maximal effect; on the % scale 0 is the no-effect control and ±100 the full control effect
#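 Delayed-death screen, second-generation endpoint: infected erythrocytes, 2% hematocrit, 0.05% parasitemia final; 96 hours at 37 C, 5% CO2; luciferase detection reagent; luminescence decrease equals reduced growth.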
# LmPK inhibitor: LmPK (Leishmania mexicana) enzyme inhibition; Q27686; purified LmPK, Kinase-Glo ATP luminescence, 1 h; Potency, µM (highest dose often 57.5 µM), inactives show at the highest dose activity change, negative = inhibition, actives largely listed as inhibitors; 290,000 compounds, 0.37% hits; AID 1721; further: potency means the concentration at half of the fitted maximal effect; on the % scale 0 is the no-effect control and ±100 the full control effect
# Target sequence (Q27686 whole entry, looked up): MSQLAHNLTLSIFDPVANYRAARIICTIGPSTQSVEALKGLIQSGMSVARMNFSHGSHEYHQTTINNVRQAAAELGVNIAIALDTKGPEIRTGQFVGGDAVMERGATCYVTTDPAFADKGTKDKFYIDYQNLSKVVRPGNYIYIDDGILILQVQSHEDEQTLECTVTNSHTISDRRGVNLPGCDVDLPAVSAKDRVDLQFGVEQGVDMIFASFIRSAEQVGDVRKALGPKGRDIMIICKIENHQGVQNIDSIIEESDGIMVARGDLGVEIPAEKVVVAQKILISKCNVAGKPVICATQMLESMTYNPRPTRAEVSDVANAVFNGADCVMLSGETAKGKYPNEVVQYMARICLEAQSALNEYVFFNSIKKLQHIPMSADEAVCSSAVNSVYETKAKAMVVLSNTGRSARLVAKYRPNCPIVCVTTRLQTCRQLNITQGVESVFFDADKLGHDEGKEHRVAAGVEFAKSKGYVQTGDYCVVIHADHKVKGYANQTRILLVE
#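 ATP generated from ADP (0.1 mM) and PEP (0.5 mM) by 0.1 nM LmPK over 1 h at room temperature (pH 7.2 imidazole buffer) was detected by coupled luciferase luminescence. Values were normalized to uninhibited and no-enzyme wells.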
# Pf growth 48h: P. falciparum growth inhibition at 48 hours (one generation); P. falciparum luciferase growth in erythrocytes, 48 h; Potency, µM (highest dose often 28.7 µM), inactives show at the top dose activity change, negative = inhibition, usual class: inhibitors; 310,000 compounds, 5.9% hits; further: potency means the concentration at half of the fitted maximal effect; on the % scale 0 is the no-effect control and ±100 the full control effect
#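 Luciferase-expressing parasites in RBCs, 2% Hct / 0.1% parasitemia final; RPMI 1640 + 0.5% Albumax; 37 C, 5% CO2, one generation; luminescence read-out, lower signal = inhibition.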
# Tb PYK inh: T. brucei pyruvate kinase inhibition; AID 624173; TbPYK enzyme, Kinase-Glo Plus ATP luminescence, 45 min; 410,000 compounds, 0.12% hits; Potency, µM (titrated, usually from 76.8 µM), for inactives: top-dose activity, negative = inhibition, actives largely listed as inhibitors; further: potency means the concentration at half of the fitted maximal effect; on the % scale 0 is the no-effect control and ±100 the full control effect; nearly all actives have a fitted effect of over 50% in size
#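 Activity of T. brucei pyruvate kinase was followed by Kinase-Glo Plus luminescence after the enzyme reacted 45 min at room temperature with 130 uM ADP (final) and substrate. Test compounds were added before ADP at multiple concentrations.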
# Cycloheximide cs: affects cycloheximide protein synthesis inhibition readout, counter-screen; cell reporter, cycloheximide protein synthesis inhibition counterscreen; 300,000 compounds, 12% hits; max response, %; in the data active means max response mostly above about 13%, no sharp cut-off; inactive means mostly below about 14%; further: read at 38.3 µM for the half of the compounds with a filed dose; 0% is about no effect
# AmpC inh no detg: AmpC beta-lactamase inhibition without detergent | P00811 | AmpC nitrocefin hydrolysis, absorbance 480 nm, 0.0001% Triton | Potency, µM (series often up to 57.1 µM), for the others: at the highest dose activity change, negative = inhibition, usual class: inhibitors | 330,000 compounds, 0.52% hits;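 further: potency means the concentration at half of the fitted maximal effect; plate controls were no compound for no effect and no enzyme for full effect; nearly all actives have a fitted effect of over 20% in size; some results filed as inactive show a strong effect at the top dose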
# Target sequence (P00811 whole entry, looked up): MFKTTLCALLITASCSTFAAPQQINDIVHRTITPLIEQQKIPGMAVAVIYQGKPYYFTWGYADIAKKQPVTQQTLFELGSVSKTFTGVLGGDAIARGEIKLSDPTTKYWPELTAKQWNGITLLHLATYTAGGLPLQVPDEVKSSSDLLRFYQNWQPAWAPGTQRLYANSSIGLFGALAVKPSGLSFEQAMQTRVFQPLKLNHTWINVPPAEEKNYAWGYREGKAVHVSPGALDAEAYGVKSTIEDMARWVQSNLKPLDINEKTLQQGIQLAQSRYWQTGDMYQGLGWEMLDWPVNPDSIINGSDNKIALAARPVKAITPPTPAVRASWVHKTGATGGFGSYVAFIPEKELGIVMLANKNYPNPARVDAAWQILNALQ
#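 AmpC (5.3 nM in the dispensed reagent) in 20 mM phosphate pH 7.0 with 0.01% (detergent screen) or 0.0001% Triton X-100 was preincubated with compounds for 15 min at room temperature. Nitrocefin was then added from an 800 uM solution, and hydrolysis was followed at 480 nm.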
# Shiga toxin inh: blocks Shiga toxin action in Vero cells. Vero cells, Shiga toxin protein synthesis inhibition reporter. inhibition, % at 38.7 µM. 290,000 compounds, 9.2% hits; in the data active means inhibition mostly above about 28%, no sharp cut-off; inactive means mostly below about 43%; further: 0% is about no effect
# * marks the source's active call; other numbers are inactive results; u = inconclusive; x = not tested or not shown; + = active, no number; [ ] = another dose, or the depositor's remark. Unless noted, the call rests on the fitted dose curve; in most records, active means well fitted curve in the direction sought with a large enough effect; inconclusive means small, poorly fitted or top-dose-only effect, or another doubt; inactive means no such curve, though single readings can be large; an effect the other way counts as inactive or inconclusive.
# The opening 2 compounds, to show the layout:
# Screens in order – Pf growth 96h | LmPK inhibitor | Pf growth 48h | Tb PYK inh | Cycloheximide cs | AmpC inh no detg | Shiga toxin inh
1. Cc1ccc(C)c(Cn2c(CN(C)Cc3ccccc3)nc3c2c(=O)n(C)c(=O)n3C)c1
    13µM* | 8% | x | 2% | -2 | 28% | 2
2. O=C(CSc1ccccc1C(=O)O)NC1CCCCCC1
    u | -1% | 32%[activator] | -1% | -3 | -13% | 24

# Results, repeating the preview:
# Screens in order – Pf growth 96h | LmPK inhibitor | Pf growth 48h | Tb PYK inh | Cycloheximide cs | AmpC inh no detg | Shiga toxin inh
1. Cc1ccc(C)c(Cn2c(CN(C)Cc3ccccc3)nc3c2c(=O)n(C)c(=O)n3C)c1
    13µM* | 8% | x | 2% | -2 | 28% | 2
2. O=C(CSc1ccccc1C(=O)O)NC1CCCCCC1
    u | -1% | 32%[activator] | -1% | -3 | -13% | 24
3. CN(CC1CCCN(CCc2ccc(F)cc2)C1)C(=O)CCC(F)(F)F (stereo not given)
    u | -5% | -19% | -5% | 0 | -3% | -3
4. Cc1ccc(S(=O)(=O)N2CCN(C(=O)CSc3nnc(-c4ccco4)o3)CC2)cc1
    10µM* | 15% | x | 1% | -2 | -3% | -9
5. Cc1ccc(SCCNC(=S)Nc2ccc(C)cc2C)cc1
    71%[activator] | 0% | -9% | 0% | -2 | -29% | -9
6. CCOc1ccc(NS(=O)(=O)c2ccc(C(=O)NCC(c3ccco3)N(C)C)cc2)cc1 (stereo not given)
    1% | x | -24% | -9% | x | 43% | x
7. CC(NC(=O)c1csc2ccccc12)C1CCCO1 (stereo not given)
    x | -4% | 38%[activator] | -7% | 32* | 3% | 63*
8. Cc1c(N)cccc1-c1nc2ccccc2[nH]1
    -23% | -17% | 271%[activator] | 0% | 52* | -24% | 39*
9. CCC/C=C(\CCC)C(NC(=O)Cc1ccccc1)c1ccc(C(=O)OC)cc1 (stereo not given)
    u | 2% | u | 0% | -3 | -40% | -11
10. O=C(Cc1cccs1)NCCSc1c(-c2ccc(Cl)cc2)[nH]c2ccccc12
    u | 9% | u | 0% | -2 | -14% | -2
11. FC(F)(F)c1cccc(NC(=S)N2CCCC2)c1
    26% | 7% | 35%[activator] | 10% | 1 | -4% | 7
12. CCOC(=O)/C=C/C(=O)Nc1ccccc1C(=O)NC1CCCCC1
    u | -1% | u | 0% | -3 | -18% | 4
13. Oc1ccc(N=Nc2ccc3ccccc3c2)cc1
    354%[activator] | 5% | 305%[activator] | -2% | 40* | -35% | x
14. CC1CC(C)CN(S(=O)(=O)c2cccc(C(=O)N3C(=O)c4cccc(N)c4C3=O)c2)C1 (stereo not given)
    u | 7% | x | -8% | -3 | -29% | -6
15. Cc1cc(Br)ccc1NC(=S)Nc1cccc([N+](=O)[O-])c1
    -17% | -3% | 31%[activator] | 0% | 0 | -37% | -17
16. COc1ccc(/C=C/c2nc(S(=O)(=O)c3ccccc3)c(N(C)C)o2)cc1OC
    u | -6% | u | 2% | 1 | -7% | 1
17. CN(C)C(CNC(=O)c1cc(S(=O)(=O)N(C)Cc2ccccc2)ccc1Cl)c1ccco1 (stereo not given)
    u | x | u | -6% | x | 27% | x
18. OC(CN1CCN(c2ccccc2)CC1)c1c[nH]c2ccccc12 (stereo not given)
    -16% | 2% | -17% | 0% | -4 | -16% | -14
19. COC(=O)c1cn(C(=O)c2cc(C)cc(C)c2)c2ccccc12
    22% | 6% | 5% | -12% | -2 | -8% | -6
20. CCNC(=O)Nc1ccc(OC)cc1OC
    34%[activator] | -2% | -19% | 2% | -4 | -8% | -3
21. O=C(O)CN1C(=O)/C(=C2\SC(=S)N(C(Cc3ccccc3)C(=O)O)C2=O)c2ccccc21 (stereo not given)
    8% | -5% | 13% | -11% | -2 | -33% | 1
22. CCOc1ccc2oc(C(=O)NCc3ccccc3CN3CCCC3)c(C)c2c1
    9.3µM* | x | 9.3µM* | 3% | x | 13% | x
23. CCCC12CN3CC(CCC)(CN(C1)C3c1ccco1)C2=O (stereo not given)
    0% | 0% | 8% | -2% | 5 | 14% | -8
24. CC(C)(C)SCCNC(=O)/C=C/c1ccccc1
    10µM* | 1% | u | 3% | 46* | -3% | 104*
25. CN1CCc2c(n(CC(O)CN3C(=O)c4ccccc4S3(=O)=O)c3ccccc23)C1=O (stereo not given)
    -23% | 5% | u | -9% | -4 | 115%[activator] | -3
26. CCOc1cc(CN2CCc3c([nH]c4ccccc34)C2)ccc1OC
    -20% | 2% | -17% | 31%[activator] | -1 | 2% | -10
27. COc1ccc(Cl)cc1NC(=O)c1cnc2n(c1=O)CCS2
    10% | 0% | 17% | -2% | 3 | -9% | -4
28. CCn1cc(C(=O)N[C@@H](C)C(=O)NCCO)c(=O)c2cc3c(cc21)OCO3
    39%[activator] | -3% | 21% | 4% | -1 | 0% | -6
29. CCCCOc1ccc(C(=O)NCC(=O)NCCOc2ccc(C)cc2)cc1
    -2% | x | -3% | 0% | x | -13% | x
30. CC(C)C(NS(=O)(=O)c1cc(C(=O)O)ccc1Cl)C(=O)O (stereo not given)
    16% | -1% | -2% | 5% | -2 | -17% | -19

# Sorted by formula weight (largest number first): 13 of the compounds above.
# Screens in order – Pf growth 96h | LmPK inhibitor | Pf growth 48h | Tb PYK inh | Cycloheximide cs | AmpC inh no detg | Shiga toxin inh
21. O=C(O)CN1C(=O)/C(=C2\SC(=S)N(C(Cc3ccccc3)C(=O)O)C2=O)c2ccccc21 (stereo not given)
    8% | -5% | 13% | -11% | -2 | -33% | 1
1. Cc1ccc(C)c(Cn2c(CN(C)Cc3ccccc3)nc3c2c(=O)n(C)c(=O)n3C)c1
    13µM* | 8% | x | 2% | -2 | 28% | 2
10. O=C(Cc1cccs1)NCCSc1c(-c2ccc(Cl)cc2)[nH]c2ccccc12
    u | 9% | u | 0% | -2 | -14% | -2
16. COc1ccc(/C=C/c2nc(S(=O)(=O)c3ccccc3)c(N(C)C)o2)cc1OC
    u | -6% | u | 2% | 1 | -7% | 1
29. CCCCOc1ccc(C(=O)NCC(=O)NCCOc2ccc(C)cc2)cc1
    -2% | x | -3% | 0% | x | -13% | x
3. CN(CC1CCCN(CCc2ccc(F)cc2)C1)C(=O)CCC(F)(F)F (stereo not given)
    u | -5% | -19% | -5% | 0 | -3% | -3
15. Cc1cc(Br)ccc1NC(=S)Nc1cccc([N+](=O)[O-])c1
    -17% | -3% | 31%[activator] | 0% | 0 | -37% | -17
12. CCOC(=O)/C=C/C(=O)Nc1ccccc1C(=O)NC1CCCCC1
    u | -1% | u | 0% | -3 | -18% | 4
30. CC(C)C(NS(=O)(=O)c1cc(C(=O)O)ccc1Cl)C(=O)O (stereo not given)
    16% | -1% | -2% | 5% | -2 | -17% | -19
2. O=C(CSc1ccccc1C(=O)O)NC1CCCCCC1
    u | -1% | 32%[activator] | -1% | -3 | -13% | 24
24. CC(C)(C)SCCNC(=O)/C=C/c1ccccc1
    10µM* | 1% | u | 3% | 46* | -3% | 104*
13. Oc1ccc(N=Nc2ccc3ccccc3c2)cc1
    354%[activator] | 5% | 305%[activator] | -2% | 40* | -35% | x
20. CCNC(=O)Nc1ccc(OC)cc1OC
    34%[activator] | -2% | -19% | 2% | -4 | -8% | -3

# (more compounds)
# Screens in order – Pf growth 96h | LmPK inhibitor | Pf growth 48h | Tb PYK inh | Cycloheximide cs | AmpC inh no detg | Shiga toxin inh
31. OC(CNCc1cccc(Br)c1)c1ccccc1 (stereo not given)
    10µM* | 0% | 3.7µM* | -9% | 2 | -14% | -5
32. COC(CNC(=O)c1ccc2nc(-c3cccs3)c(-c3cccs3)nc2c1)OC
    u | 4% | 2% | -11% | -4 | -5% | -9
33. CC1CCCN(S(=O)(=O)c2ccc(Cl)s2)C1 (stereo not given)
    18% | -11% | -1% | 0% | -7 | -15% | -3
34. Cc1ccc(/C=C/C(=O)NCCc2cccc(Cl)c2)o1
    -1% | 2% | -27% | 16µM* | 29* | -25% | x
35. COc1ccc(-c2nc3ccc([N+](=O)[O-])cc3[nH]2)cc1
    u | -11% | 185%[activator] | -14% | 60* | -28% | 57*
36. O=C(c1nnc(Cc2ccc(Cl)cc2)o1)N1CCc2ccccc2C1
    -13% | -3% | 34%[activator] | 1% | -6 | -12% | -10
37. O=C(NCCCn1ccnc1)C(=O)c1c[nH]c2ccccc12
    15% | 0% | 0% | -2% | 15 | -13% | -4
38. Cc1ccc(S(=O)(=O)c2c(COC(=O)c3ccccc3Cl)c(-c3ccccc3)nn2C)cc1
    6.6µM* | 1% | x | -3% | 7 | -30% | -8
39. Cc1onc(-c2c(Cl)cccc2Cl)c1C(=O)c1c[nH]c(C(=O)NCCCN2CCOCC2)c1
    u | 3% | -37% | -4% | -2 | 43% | -5
40. COc1ccc(O)c(-c2c(-c3ccc(Cl)cc3)n[nH]c2C)c1
    x | -15% | u | -22% | -1 | 0% | 47
41. CC(C)(C)C(=O)Oc1ccc2cc(-c3ccc4ccccc4n3)c(=O)oc2c1
    22% | 1% | 41%[activator] | -13% | -2 | -52% | -1
42. CCSc1ccc(-c2cccc([N+](=O)[O-])c2)nn1
    62%[activator] | 15%[11.5 µM] | 134%[activator] | -2% | 53* | -15% | +
43. COc1ccccc1NC(=O)CCN1C(=O)c2ccccc2C1=O
    173%[activator] | 1% | x | -13% | -4 | -15% | -3
44. CC(C)N(C(=O)Cn1cc(S(=O)(=O)CC(=O)Nc2ccccc2)c2ccccc21)C(C)C
    8.3µM* | 3% | u | -18% | 8 | 71%[activator] | -11
45. Cc1ccc(S(=O)(=O)Nc2ccc(N(C)C)cc2)cc1
    25% | 1% | -12% | -19% | 10 | -25% | 42
46. COCCNC(=O)c1c(N)n(/N=C/c2cccs2)c2nc3ccccc3nc12
    x | -3% | 0% | 0% | -4 | -7% | -21
47. Cc1noc(C)c1COC(=O)c1cccc(S(=O)(=O)N2c3ccccc3CC2C)c1 (stereo not given)
    4% | 4% | u | -7% | -3 | 11% | 3
48. COc1ccc(N=Nc2ccc3ccccc3c2)c(O)c1
    103%[activator] | -10% | 146%[activator] | -11% | 50* | -12% | x
49. COc1ccc(NC(=O)c2ccc(-n3cccn3)nc2)cc1
    69%[activator] | -2% | 33% | -8% | 0 | -28% | 14
50. COc1cccc(S(=O)(=O)NCc2ccc(C(=O)NCc3ccco3)cc2)c1
    x | 0% | -11% | -12% | -1 | -27% | -5
51. CN(C)CCCNC(=S)N(CCO)Cc1cc2cc3c(cc2[nH]c1=O)OCO3
    422%[activator] | 2% | -4% | 0% | 2 | -16% | x
52. O=C(NCCCO)c1nc2ccccc2s1
    3% | 0% | 43%[activator] | -15% | 12 | -4% | 15
53. COC(=O)c1cn(NC(=O)COc2ccc(Cl)cc2)c(=O)c2ccccc12
    u | -10% | 0% | 4% | 1 | -23% | -6
54. Cc1ccc2cc(S(=O)(=O)NCCCN3CCOCC3)ccc2c1
    -12% | -2% | 8% | -1% | 2 | 26% | -9
55. C#CC(C)OC(=O)C(C)NC(=O)c1ccccc1 (stereo not given)
    52%[activator] | -1% | 40%[activator] | -4% | -3 | -10% | -10
56. Cc1ccc(-c2nc(CS(=O)CC(=O)NCCN3CCOCC3)c(C)o2)cc1 (stereo not given)
    56%[activator] | -4% | x | 1% | -4 | -1% | 5
